Screening data: PubChem BioAssay, National Center for Advancing Translational Sciences (NCATS)
Pf growth 96h: inhibits malaria parasite growth, 96 h. P. falciparum luciferase reporter growth, 96 h. Potency, µM (titrated, usually from 28.7 µM), inactives show at the top dose activity change, negative = inhibition, most hits filed as inhibitors. 320,000 tested, 6.9% active; further: potency means the concentration at half of the fitted maximal effect; on the % scale 0 is the no-effect control and ±100 the full control effect
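Plates of compound plus infected erythrocytes (2% hematocrit, 0.05% parasitemia final) incubate 96 hours, 37 C, 5% CO2. Detection reagent added; reduced luminescence from the parasites' luciferase reporter flags inhibition.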
Shiga toxin inh: Shiga toxin inhibition; Vero cells, Shiga toxin protein synthesis inhibition reporter; inhibition, % at 38.7 µM; 290,000 tested, 9.2% active; AID 2315; in the data active means inhibition mostly above about 28%, no sharp cut-off; inactive means mostly below about 43%; further: 0% is about no effect
TbPYK inhibitor: T. brucei pyruvate kinase inhibition; Q57TT1; TbPYK enzyme, Kinase-Glo Plus ATP luminescence, 45 min; Potency, µM (top dose mostly 76.8 µM), without a hit: at the highest dose activity, negative = inhibition, hits mostly inhibitors; 410,000 tested, 0.12% active; further: potency means the concentration at half of the fitted maximal effect; on the % scale 0 is the no-effect control and ±100 the full control effect; nearly all actives have a fitted effect of over 50% in size
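ADP (130 uM final) triggers the TbPYK reaction after compound addition; incubation is 45 min at room temperature. Kinase-Glo Plus is then added and luminescence imaged. Normalized data are fitted to concentration-effect curves.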
CHX counter: counter-screen for Shiga toxin inhibitors: cycloheximide protein synthesis inhibition; max response, %; AID 2314; cell reporter, cycloheximide protein synthesis inhibition counterscreen; 300,000 tested, 12% active; in the data active means max response mostly above about 13%, no sharp cut-off; inactive means mostly below about 14%; further: read at 38.3 µM for the half of the compounds with a filed dose; 0% is about no effect
Pf growth 48h: inhibits P. falciparum growth in the first generation, 48 h; P. falciparum luciferase growth in erythrocytes, 48 h; Potency, µM (top dose mostly 28.7 µM), without a hit: at the highest dose activity change, negative = inhibition, actives largely listed as inhibitors; 310,000 tested, 5.9% active; further: potency means the concentration at half of the fitted maximal effect; on the % scale 0 is the no-effect control and ±100 the full control effect
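A one-generation exposure of luciferase-tagged malaria parasites in RPMI 1640/Albumax erythrocyte culture, 37 C and 5% CO2. Inhibition is inferred from decreased luminescence after adding detection reagent.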
AMA1 RON2 block: AMA1-RON2 (P. falciparum) interaction inhibition. AlphaScreen AMA1-biotinylated RON2 peptide binding. Potency, µM (highest dose often 58.2 µM), without a hit: at the highest dose activity change, negative = inhibition, usual class: inhibitors. 360,000 tested, 0.2% active;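 further: potency means the concentration at half of the fitted maximal effect; 0% = vehicle wells and -100% = peptide control; nearly all actives have a fitted effect of over 45% in size; some results filed as inactive show a strong effect at the top dose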
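AMA1 (3D7) with his tag at 25 nM final met compounds first, then biotinylated RON2 peptide at 25 nM; detection used donor plus acceptor beads, 10 µg/mL apiece, read by AlphaScreen after 30 min at room temperature.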
LmPK inh: LmPK (Leishmania mexicana) enzyme inhibition; Potency, µM (titrated, usually from 57.5 µM), without a hit: at the top dose activity change, negative = inhibition, usual class: inhibitors; 290,000 tested, 0.37% active; purified LmPK, Kinase-Glo ATP luminescence, 1 h; further: potency means the concentration at half of the fitted maximal effect; on the % scale 0 is the no-effect control and ±100 the full control effect
Target sequence (Q27686 whole entry, looked up): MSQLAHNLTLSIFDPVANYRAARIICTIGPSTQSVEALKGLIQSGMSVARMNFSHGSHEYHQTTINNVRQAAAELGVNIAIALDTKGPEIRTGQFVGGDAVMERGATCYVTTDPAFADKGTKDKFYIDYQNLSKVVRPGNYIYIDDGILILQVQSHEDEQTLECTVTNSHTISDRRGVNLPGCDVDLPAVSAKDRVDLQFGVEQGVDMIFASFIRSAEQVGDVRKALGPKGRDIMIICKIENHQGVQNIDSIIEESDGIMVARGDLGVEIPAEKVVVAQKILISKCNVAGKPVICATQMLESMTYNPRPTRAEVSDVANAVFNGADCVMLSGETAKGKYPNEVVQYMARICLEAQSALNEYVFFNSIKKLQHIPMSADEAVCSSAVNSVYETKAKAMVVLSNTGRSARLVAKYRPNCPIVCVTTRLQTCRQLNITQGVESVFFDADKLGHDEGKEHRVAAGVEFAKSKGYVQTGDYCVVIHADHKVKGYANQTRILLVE
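Purified LmPK (0.1 nM) with 0.5 mM PEP and 0.1 mM ADP in imidazole buffer pH 7.2 with MgCl2/KCl, 1 h at room temperature. ATP formed was read by luciferase luminescence and normalized to no-enzyme and uninhibited controls.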
* = called active by the depositor; i = inactive; ? = inconclusive; . = no result given; & = joins results of further samples; [ ] = another dose, or the depositor's remark. Unless noted, the call rests on the fitted dose curve; in most records, active means well fitted curve in the direction sought with a large enough effect; inconclusive means small, poorly fitted or top-dose-only effect, or another doubt; inactive means no such curve, though single readings can be large; an effect the other way counts as inactive or inconclusive.

SMILES | Pf growth 96h | Shiga toxin inh | TbPYK inhibitor | CHX counter | Pf growth 48h | AMA1 RON2 block | LmPK inh
N#C/C(=C/c1ccc(N2CCCCC2)o1)C(=O)Nc1ccc2ccccc2c1 | ? | 88* | -1% | 40* | ? | -6% | -3%
CC1(C)CC(=O)c2sc(NC(=O)CN3C(=O)CCC3=O)nc2C1 | 39% | 74* | -1% | 50* | 63%[activator] | -2% | 2%
CC1=C(C(=O)Nc2ccccc2)SCCO1 | 17% | 52* | -7% | 24 | 35%[activator] | -12% | -7%
C=CCn1c(C)cc(C2=NNC(=NC(C)(C)C)SC2)c1C | 0% | 7 | ? | 1 | -61% | -3% | ?
O=C1/C(=C/c2ccco2)N=C(N2CCCCC2)N1c1ccccc1 | 27% | -6 | -3% | -1 | 2% | -3% | -1%
O=C(COC(=O)c1cc(Br)c(Br)s1)NCCC1=CCCCC1 | 41%[activator] | 12 | -1% | -1 | 10% | -4% | -1%
O=S(=O)(NCc1ccccc1)c1ccc2ccccc2c1 | 23% | -3 | -5% | -3 | 7%[0.00184 µM] | 0% | 3%
O=C(CC1C(=O)NCCN1Cc1ccccc1C(F)(F)F)NCCN1CCCCC1=O (configuration not stated) | ? | 0 | -2% | 1 | 13% | 8% | 5%
CCOC(=O)Cc1csc(NC(=O)CSc2nc(=O)[nH]c3c2CCC3)n1 | 1% | . | -3% | . | 9% | 14% | .
COc1cccc(N2CCN(S(=O)(=O)c3ccc(-c4cnc(C5CC5)o4)cc3)CC2)c1 | ? | 3 | -3%&3% | -1 | -5% | 11% | -1%
CCCn1c2ccccc2c2nnc(SCC(=O)Nc3cc(C)on3)nc21 | ? | 7 | -4% | 0 | . | 0% | 17%
CC(OC(=O)c1cc2sccc2n1C)C(=O)NCc1ccc2c(c1)OCO2 (configuration not stated) | 1%[5.75 µM] | 10 | -5% | 4 | -2% | 6% | -1%
O=C(Nc1cccnc1)c1cccs1 | 6% | 5 | 3% | 8 | 30% | -2% | -1%
S=c1[nH]nc(COc2ccccc2)n1/N=C/c1c(Cl)cccc1Cl | 26% | -10 | -26% | -2 | . | 50%[activator] | 0%
Cc1ccc(CNC(=O)CCCC(=O)O)cc1 | . | -15 | 12% | 12 | 0% | -8% | -4%
O=C(NNC(=O)c1cccc2ccccc12)c1ccc(-c2ccccc2)cc1 | 55%[activator] | -2 | 5% | 7 | 12% | 14% | 0%
CCn1cc(S(=O)(=O)N2CCc3ccccc3C2)cn1 | 17% | -8 | 3% | -2 | 4% | 2% | -4%
CC(=O)NS(=O)(=O)c1ccc(NC(=O)c2cccc(S(=O)(=O)N3CCc4ccccc43)c2)cc1 | -7% | -7 | -5% | -3 | 0% | -15% | 2%
COC(=O)c1c(NC(=O)CN2CCN(c3ccccc3)CC2)c2c(C)cccc2n1C | 5.9µM* | -13 | -6% | 1 | . | 27% | -1%
CNc1nnc(Sc2ncccc2[N+](=O)[O-])s1 | ? | -2 | -17% | -3 | 9.3µM* | 1% | 5%
Cc1ccc2c(c1)S/C(=C\c1cccc[n+]1C)N2CCO | -9% | -4 | -12% | -2 | 3.3µM* | -6% | -4%
Cc1ccc(OCC(=O)Nc2ccc3oc(=O)ccc3c2)cc1 | 11% | 2 | -1% | -1 | 9% | -27% | -1%
COc1cccc(C(=O)C2CN(c3ccccc3)CC2c2ccc(Cl)cc2)c1 (configuration not stated) | 10µM* | 53 | -4% | 23* | 10µM* | -6% | 2%
CCOC(=O)C1=C(COc2ccccc2)NC(=O)NC1c1ccc(Br)cc1 (configuration not stated) | 3.3µM* | -9 | -8% | -2 | ? | -2% | -2%
CN(C)Cc1ccccc1Sc1ccc(Br)cc1 | ? | -10 | -3% | -2 | -15% | -23% | 1%
CCc1ccc(-c2cc(C)no2)cc1S(=O)(=O)N1CCN(c2ccc(F)cc2)CC1 | ? | 7 | -1% | -5 | 13µM* | 1% | 7%
N#C/C(=C1\CCCN1)c1ccc2ccccc2n1 | -13% | 18 | 4% | 29 | 13% | 2% | 3%
Cc1cc(=O)oc(C)c1C(=O)Nc1cccnc1Cl | 58%[activator] | -16 | 0% | -5 | -4% | -3% | 4%
Cc1ccccc1NC(=O)CSc1nnc(-c2ccccc2)n1-c1ccccc1 | 10% | -14 | -2% | 11 | 1% | 0% | 0%
CCOC(=O)Nc1oc2ccccc2c(=O)c1C | -18% | 7 | 2% | -4 | 7% | 4% | 1%
Cc1ccc(S(=O)(=O)N2CCCC(C(=O)NCc3ccc4c(c3)OCO4)C2)cc1 (configuration not stated) | 29% | -3 | 0% | -2 | -9% | 2% | -4%
COc1cc(C2Sc3ccccc3NC3=C2C(=O)OC3)cc(OC)c1OC (configuration not stated) | -6% | -11 | 2% | -6 | ? | 0% | 3%
COc1cc(/C=N/n2cnnc2)ccc1OC(=O)c1ccncc1 | ? | 13 | 0% | -5 | 28% | 6% | -1%
CC1CCN(c2nc3ccccc3nc2N2CCC(C)CC2)CC1 | 10% | -9 | . | -4 | 7% | . | 5%
CCOc1ccc(S(=O)(=O)n2nnc3ccccc32)cc1C(C)C | . | -8 | . | 0 | 6% | . | -8%
O=C(c1ccc(C(F)(F)F)cc1)N1CCC(=O)N([C@H](COCc2ccc(C(F)(F)F)cc2)Cc2ccccc2)CC1 | . | i | -1% | 1 | . | 7% | .
CC(=O)Nc1cccc(NC(=O)CSc2ncc(-c3ccccc3)[nH]2)c1 | 9% | 9 | 6% | 3 | 0% | -4% | 6%
CC(C)c1ccc(-c2nc(N3CCCCC3)[nH]c(=O)c2C#N)cc1 | -12% | 13 | 4% | -6 | -23% | -2% | 3%
CCCCOCCCN1C(C)=CC(=C2C(=O)NC(=S)NC2=O)C=C1C | ? | -4 | 6% | -3 | 5% | -11% | -16%
CC(=O)c1ccc(S(=O)(=O)N2Cc3ccccc3CC2C(=O)O)cc1 (configuration not stated) | ? | 16 | -3% | 0 | 6% | 0% | 6%

Reformatted with values under each structure: entries from further up.
Results follow in this order: Pf growth 96h	Shiga toxin inh	TbPYK inhibitor	CHX counter	Pf growth 48h	AMA1 RON2 block	LmPK inh
COc1cccc(C(=O)C2CN(c3ccccc3)CC2c2ccc(Cl)cc2)c1 (configuration not stated)
  10µM*	53	-4%	23*	10µM*	-6%	2%
CCOC(=O)C1=C(COc2ccccc2)NC(=O)NC1c1ccc(Br)cc1 (configuration not stated)
  3.3µM*	-9	-8%	-2	?	-2%	-2%

(further entries)
SMILES | Pf growth 96h | Shiga toxin inh | TbPYK inhibitor | CHX counter | Pf growth 48h | AMA1 RON2 block | LmPK inh
O=C(NCc1ccco1)c1ccccc1-c1ccccc1 | -17% | -9 | -18% | -2 | . | 5% | 1%
COc1cc(C(=O)OCc2cc(=O)c(O)co2)ccc1OC(F)F | -28% | -13 | -8% | -3 | -7% | 8% | -10%
COC(=O)C1=C(c2ccc(Cl)c(C(F)(F)F)c2)C[C@@H]2CC[C@H]1N2C(=O)NCc1ccco1 | 8.3µM* | . | -8% | . | ? | 1% | .
O=C(CCl)Nc1c[nH]c(=O)[nH]c1=O | 8% | -1 | 4% | 6 | 1.7µM* | 1% | 11%
CCN(CCn1cccn1)C(=O)CC1C(=O)NCCN1CC1CCCCC1 (configuration not stated) | ? | -7 | 11% | -1 | 2% | 4% | 7%
Cc1cnc(NC(=O)c2ccco2)s1 | 181%[activator] | 125* | 0% | 34* | 188%[activator] | 3% | ?
CN(C)S(=O)(=O)N1CCN(C(=O)c2ccc3c(c2)OCO3)CC1 | 7% | 1 | -10% | -2 | -2% | 13% | -6%
Cc1ccc(OCC(=O)N2CCC(N3CCCCCC3)CC2)cc1 | . | -4 | 3% | 1 | ? | 14% | -2%
C=CCC1=C/C(=C\c2c(N)n3nc(CC(=O)N4CCCC4)sc3nc2=O)C=C(OC)C1=O | ? | -5 | 3% | 5 | ? | 3% | 0%
CN(Cc1ccc2c(c1)OCCO2)C(=O)CN1C(=O)NC2(CCCCC2)C1=O | 8% | -26 | -21% | 6 | 8% | -8% | -7%
Cc1nn(-c2ccccc2)c(Cl)c1/C=N/NC(=O)C1COc2ccccc2O1 (configuration not stated) | 39%[activator] | -7 | . | 1 | 10% | . | -2%
COc1ccc(C(C)=O)cc1CSCc1cc(C(C)=O)ccc1OC | -24% | -4 | 7% | 11 | . | 20% | 0%
CCN1C(=O)c2ccccc2S(=O)(=O)c2ccc(C(=O)NCCCN(CC(C)C)CC(C)C)cc21 | 25% | 2 | -9% | 4 | -27%[0.00184 µM] | -5% | 3%
CN(C)C(=O)CSc1nnc(C23CC4CC(CC(C4)C2)C3)o1 | . | 39 | -2% | 15* | 93%[activator] | -1% | -2%
Cc1cc(NC(=O)CSc2cn(CCNC(=O)c3ccccc3)c3ccccc23)no1 | ? | 5 | -8% | -7 | . | ? | 11%
O=C(N/N=C/c1cc([N+](=O)[O-])cc(Br)c1O)C12CC3CCC(CC(C3)C1)C2 | ? | -17 | -3% | -1 | ? | 47%[activator] | 4%
COc1ccc(Br)cc1-c1nc2c(c(=O)[nH]c(=O)n2Cc2ccccc2)n1C | 2% | -4 | -2% | -6 | -1% | -2% | -1%
O=c1[nH]cnc(O)c1N=Nc1ccccc1 | -4% | 25 | 0% | 12 | 12% | 1% | -4%
O=C(N1CCOCC1)C12CC3CC(C1)CC(n1cnc(Cl)n1)(C3)C2 | ? | -11 | -7% | -3 | -13% | -9% | -3%

Given as tab-separated lines: 12 of the compounds above.
SMILES	Pf growth 96h	Shiga toxin inh	TbPYK inhibitor	CHX counter	Pf growth 48h	AMA1 RON2 block	LmPK inh
N#C/C(=C/c1ccc(N2CCCCC2)o1)C(=O)Nc1ccc2ccccc2c1	?	88*	-1%	40*	?	-6%	-3%
CC1(C)CC(=O)c2sc(NC(=O)CN3C(=O)CCC3=O)nc2C1	39%	74*	-1%	50*	63%[activator]	-2%	2%
CC1=C(C(=O)Nc2ccccc2)SCCO1	17%	52*	-7%	24	35%[activator]	-12%	-7%
C=CCn1c(C)cc(C2=NNC(=NC(C)(C)C)SC2)c1C	0%	7	?	1	-61%	-3%	?
O=C1/C(=C/c2ccco2)N=C(N2CCCCC2)N1c1ccccc1	27%	-6	-3%	-1	2%	-3%	-1%
O=C(COC(=O)c1cc(Br)c(Br)s1)NCCC1=CCCCC1	41%[activator]	12	-1%	-1	10%	-4%	-1%
O=S(=O)(NCc1ccccc1)c1ccc2ccccc2c1	23%	-3	-5%	-3	7%[0.00184 µM]	0%	3%
O=C(CC1C(=O)NCCN1Cc1ccccc1C(F)(F)F)NCCN1CCCCC1=O (configuration not stated)	?	0	-2%	1	13%	8%	5%
CCOC(=O)Cc1csc(NC(=O)CSc2nc(=O)[nH]c3c2CCC3)n1	1%	.	-3%	.	9%	14%	.
COc1cccc(N2CCN(S(=O)(=O)c3ccc(-c4cnc(C5CC5)o4)cc3)CC2)c1	?	3	-3%&3%	-1	-5%	11%	-1%
CCCn1c2ccccc2c2nnc(SCC(=O)Nc3cc(C)on3)nc21	?	7	-4%	0	.	0%	17%
CC(OC(=O)c1cc2sccc2n1C)C(=O)NCc1ccc2c(c1)OCO2 (configuration not stated)	1%[5.75 µM]	10	-5%	4	-2%	6%	-1%
